Source: PubChem BioAssay
Tat transport: E. coli Tat transport inhibition; E. coli MC4100 TorA-mCherry Tat export, fluorescence; inhibition, % at 10 µM; actives 0.036% (n = 340,000); AID 488895;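 active = mean replicate inhibition at least 50% and at least half of replicates individually reaching 50%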;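 note: exported cargo escapes ClpAP degradation while cytoplasmic cargo is degraded and loses fluorescence; 0% = median of neutral control wells and 100% = median of NaSCN control wells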
SUMO Mot1 rescue: inhibitors of SUMOylation pathway: yeast Mot1-301 growth rescue | S. cerevisiae Mot1-301 growth rescue, ATP luminescence, 38.5C; percent above DMSO median, 100 means doubled | actives 1% (n = 320,000) | growth rescue, % at 18.8 µM;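 active = every valid replicate shows activation above 250% relative to neutral control wells; inactive = the rest, any valid replicate at or below 250%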;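 note: OY570 slx delta 5 strain wells were the positive control but not used for scaling; some compounds called inactive have numbers as strong as hits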
HTR5A inv ctr: HTR5A inverse agonism, opioid heterodimer counter-screen. actives 0.083% (n = 340,000). AID 504634. HTR5A cell line, luminescence. inhibition, % at 9.3 µM. P47898; in the data active = inhibition mostly above about 23%, no sharp cut-off; inactive = mostly below about 18%;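 note: 0% = cells with DMSO and 100% = no-cell wells with DMSO; some compounds called inactive have numbers as strong as hits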
Target sequence (P47898 whole entry, looked up): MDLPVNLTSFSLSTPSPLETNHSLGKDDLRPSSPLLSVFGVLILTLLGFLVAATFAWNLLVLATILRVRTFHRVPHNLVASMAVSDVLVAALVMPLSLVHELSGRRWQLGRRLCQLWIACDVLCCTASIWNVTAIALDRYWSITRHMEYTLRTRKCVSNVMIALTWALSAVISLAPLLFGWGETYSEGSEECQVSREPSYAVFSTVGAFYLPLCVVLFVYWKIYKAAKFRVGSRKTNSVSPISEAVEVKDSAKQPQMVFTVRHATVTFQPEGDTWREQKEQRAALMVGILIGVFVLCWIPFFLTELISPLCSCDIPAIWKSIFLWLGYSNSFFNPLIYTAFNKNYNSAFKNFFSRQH
DAGLB inhibitor: blocks human DAGLB lipase activity | Q8NCG7 | HEK293T DAGLB membrane lysate, EnzChek fluorogenic substrate | inhibition, % at 5.17 µM | actives 0.059% (n = 340,000) | AID 504411; in the data active = inhibition above about 34%;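 note: 0% = enzyme with vehicle and 100% = wells lacking enzyme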
Target sequence (Q8NCG7 whole entry, looked up): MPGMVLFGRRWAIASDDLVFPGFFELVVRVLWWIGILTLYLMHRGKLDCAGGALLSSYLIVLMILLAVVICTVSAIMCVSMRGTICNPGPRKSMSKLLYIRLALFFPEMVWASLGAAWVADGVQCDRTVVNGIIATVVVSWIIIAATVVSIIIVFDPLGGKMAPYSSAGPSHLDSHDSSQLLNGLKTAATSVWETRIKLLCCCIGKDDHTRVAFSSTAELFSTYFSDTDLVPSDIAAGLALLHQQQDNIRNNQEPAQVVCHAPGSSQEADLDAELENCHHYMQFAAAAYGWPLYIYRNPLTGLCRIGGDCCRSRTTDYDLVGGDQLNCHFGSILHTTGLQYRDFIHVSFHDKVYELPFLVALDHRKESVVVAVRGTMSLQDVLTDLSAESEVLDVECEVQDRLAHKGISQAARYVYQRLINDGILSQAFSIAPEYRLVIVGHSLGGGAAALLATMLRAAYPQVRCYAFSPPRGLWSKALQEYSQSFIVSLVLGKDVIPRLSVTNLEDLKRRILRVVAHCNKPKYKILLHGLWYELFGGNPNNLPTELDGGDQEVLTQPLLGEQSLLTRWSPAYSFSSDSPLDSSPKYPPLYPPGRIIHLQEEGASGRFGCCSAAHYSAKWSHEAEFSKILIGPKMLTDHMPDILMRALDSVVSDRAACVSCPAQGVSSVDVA
E coli growth: reduces bacterial viability in AddAB counter-screen; E. coli V3065 growth, OD600 absorbance, 18 h; inhibition, % at 11.9 µM; actives 0.27% (n = 330,000); AID 449728;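 active = inhibition above the campaign's mean inhibition across all tested compounds plus 3 SD, cut at about 9.9% in these data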;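 note: uninfected addAB+ strain grown without phage in ampicillin broth; 0% = DMSO wells and 100% = ciprofloxacin 0.95 µg/ml wells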
PKA-R2B act: activates the human PKA-R2B holoenzyme complex; PKA-R2B holoenzyme dissociation, Cy5-IP20 fluorescence polarization; R2B truncated from residue 108, S112A mutant; 0% DMSO only, 100% 113 µM cGMP; activation, % at 11.4 µM; actives 0.079% (n = 340,000); AID 504700;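 active = activation above a cutoff set at the mean over all compounds plus 3 SD, cut at about 18% in these data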;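 note: higher means more holoenzyme dissociation and a rise in polarization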
PKA-R1A act: activates the PKA-R1A holoenzyme complex | P00514+P68181 | PKA-R1A dissociation, Cy5-IP20 fluorescence polarization; scaled: DMSO 0%, 113 µM cGMP 100% | activation, % at 11.4 µM | actives 0.083% (n = 340,000);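 active = percent activation above the mean of all tested compounds plus 3 SD, cut at about 19% in these data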;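 note: higher means more PKAc released from R1A so a rise in polarization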
AddAB inh: less growth of phage-infected E. coli with AddAB; E. coli expressing H. pylori AddAB, absorbance growth; inhibition, % at 11.9 µM; actives 0.29% (n = 330,000); AID 435030; in the data active = inhibition above about 12%;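 note: 0% = vehicle wells of infected cells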
phage Ecoli inh: E. coli growth loss with phage present; growth absorbance; inhibition, % at 11.9 µM; actives 0.26% (n = 360,000); AID 651602; in the data active = inhibition above about 11%
HTR5A ag: counter-screen for OPRM1-OPRD1 agonists: human HTR5A agonism. activation, % at 9.3 µM. HTR5A agonist assay, luminescence, cell-based. actives 0.61% (n = 340,000). P47898; in the data active = activation mostly above about 9.5%, no sharp cut-off; inactive = mostly below about 7.6%;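 note: 0% = cells with vehicle only and 100% = reference agonist; strong numbers were not always called active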
CDK5 p35 inh: inhibitors of human CDK5/p35 kinase; actives 0.01% (n = 330,000); Recombinant CDK5/p35, ADP-Glo luminescence, 60 min; AID 488839; inhibition, % at 10 µM;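 active = highest replicate inhibition of at least 50% and at least 75% of replicates reaching 50%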;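 note: plate controls were DMSO neutral control for no effect and GW8510 at 10 µM for full effect; many of its hits are not listed in these tables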
Numbers without * were called inactive; nt = no result given.

item	Molecule	Tat transport	SUMO Mot1 rescue	HTR5A inv ctr	DAGLB inhibitor	E coli growth	PKA-R2B act	PKA-R1A act	AddAB inh	phage Ecoli inh	HTR5A ag	CDK5 p35 inh
1	N/C(=N\OC(=O)c1ccco1)c1cccc([N+](=O)[O-])c1	-4	0	-20	-3	-0.2	-7	0	1.4	3.9	4	-1.1
2	CN1N=C(C(=O)N2CCc3c([nH]c4ccccc34)C2c2c(F)cccc2Cl)CCC1=O (stereo unspecified)	8	13	12	2	-1.8	-1	-13	1.5	3.2	-2	-0.7
3	O=C1[C@@H](Oc2ccccc2)[C@@H](c2cccnc2)N1c1ccccc1	-12	nt	5	-3	-0.9	-1	-1	1.1	2.0	-1	0.8
4	Cn1c(CN2CCCC2)nc2cc(NC(=O)COc3ccc([N+](=O)[O-])cc3)ccc21	-6	-1	8	0	-0.2	-11	4	0.3	1.0	-1	-1.3
5	COc1ccc(CNC(=O)C2CCCN(S(=O)(=O)c3ccc(Br)s3)C2)cc1 (stereo unspecified)	0	2	-8	-3	-2.2	-2	2	3.2	1.8	2	-0.1
6	COc1ccc(-c2nnc(NC(=O)c3c(OC)cccc3OC)s2)cc1	-5	-5	-13	1	0.5	-4	-12	3.0	1.7	3	-1.9
7	Cc1cc(C)cc(NC(=O)CSc2nncn2-c2ccccn2)c1	5	1	3	-2	-3.0	-2	-7	-0.5	4.9	-1	-13
8	COc1ccc(CNC(=O)C[C@H]2C[C@H](C(=O)N3CCOCC3)[C@@]3(CCC4CCCC4)c4[nH]c5cc(CCC(=O)N(C)C)ccc5c4CCN3C2=O)cc1OC	10	nt	9	2	-0.9	4	-6	-1.1	4.8	-3	-3.9

Carrying on:
item	Molecule	Tat transport	SUMO Mot1 rescue	HTR5A inv ctr	DAGLB inhibitor	E coli growth	PKA-R2B act	PKA-R1A act	AddAB inh	phage Ecoli inh	HTR5A ag	CDK5 p35 inh
9	COc1ccc(C(=O)N2CCNC(=O)C2)cc1S(=O)(=O)Nc1ccc(Br)cc1	5	1	-4	-3	-1.6	-14	-1	2.3	3.6	6	-0.1
10	Cc1ccc(C(=O)NCC(=O)OCc2cccc(Br)c2)cc1	1	2	-17	-3	-1.9	0	-3	0.0	3.1	-1	-3.1
11	Cc1c(NC(=O)/C(C#N)=C/c2ccc(-c3cc(Cl)ccc3Cl)o2)c(=O)n(-c2ccccc2)n1C	3	-1	-3	3	0.3	-3	-3	0.3	1.9	2	nt
12	CCN(C(=O)CSc1nnc(NC2CCCCC2)s1)C1CCS(=O)(=O)C1 (stereo unspecified)	-12	17	4	-1	0.0	-4	-15	-0.7	1.6	1	3.5
13	Cc1ccc(OCCOC(=O)CCc2nc3ccccc3c(=O)[nH]2)cc1	0	8	15	-1	0.4	9	8	1.7	1.7	1	-0.3
14	CCN(C(=O)CSc1nc2ccccc2o1)c1c(N)n(Cc2ccccc2)c(=O)[nH]c1=O	-2	14	-3	0	0.0	-3	8	0.9	1.2	3	-1.7
15	O=C(NCCc1ccc(F)cc1)N1CCOCC1	0	-14	2	0	1.1	-2	3	2.3	3.7	-4	0.6
16	Cc1ccc(C)c(-n2c(-c3ccncc3)n[nH]c2=S)c1	-1	29	-8	0	1.3	8	-5	2.6	0.2	3	-2.1

(cont.)
item	Molecule	Tat transport	SUMO Mot1 rescue	HTR5A inv ctr	DAGLB inhibitor	E coli growth	PKA-R2B act	PKA-R1A act	AddAB inh	phage Ecoli inh	HTR5A ag	CDK5 p35 inh
17	CC(=O)c1nnn(-c2cccc(C#N)c2)c1C	4	13	-36	1	1.4	-10	2	-0.1	-2.7	9	-0.2
18	O=C(COc1ccccc1)Nc1nnc(-c2ccccc2Cl)o1	0	-4	-11	5	-3.9	-4	-4	2.3	-6.1	3	0.4
19	CC(=O)Nc1ccc(-c2csc(NC(=O)CN3C(=O)NC4(CCCC4)C3=O)n2)cc1	-7	81	-15	-1	-2.6	-8	3	-0.6	1.6	5	0.4
20	COc1cc(NC(=O)C2CCCN2C(=O)OCc2ccccc2)cc(OC)c1 (stereo unspecified)	-5	5	6	-2	0.5	-10	-14	1.2	0.6	-2	1.2
21	CCc1ccc(N=c2c([N+](=O)[O-])nn(-c3ccccc3)n2O)cc1	0	-3	-4	8	2.2	-6	-12	3.6	nt	4	-0.8
22	COc1ccc(OC)c(Nc2cc(C(=O)NCCCN3CCOCC3)c3ccccc3n2)c1	10	17	1	-1	-3.1	-2	-10	0.3	0.6	-3	0.7
23	CCC(C)NCCOCCOc1ccc(C)cc1OC (stereo unspecified)	5	29	-3	1	2.1	6	-10	1.7	1.3	1	-0.3
24	O=C(COc1ccc(/C=N/NC(=O)c2ccncc2)cc1)Nc1cccc([N+](=O)[O-])c1	-8	8	-6	0	2.1	-6	2	5.4	-0.3	1	1.9

Next part
item	Molecule	Tat transport	SUMO Mot1 rescue	HTR5A inv ctr	DAGLB inhibitor	E coli growth	PKA-R2B act	PKA-R1A act	AddAB inh	phage Ecoli inh	HTR5A ag	CDK5 p35 inh
25	O=C(Nc1nnc(-c2ccccc2F)s1)C1CCN(S(=O)(=O)c2ccc(Cl)cc2)CC1	1	-22	5	1	1.9	7	4	0.7	2.8	-2	0.2
26	O/N=C/c1cc(Br)cc(Br)c1OCc1ccccc1	14	-7	7	-6	-1.9	-9	9	0.1	-0.8	2	0.1
27	O=C1C2CCCCC2C(=O)N1Cc1ccccc1 (stereo unspecified)	-13	-4	9	3	0.6	-5	2	0.3	4.3	-3	-2.7
28	COc1ccccc1CN(C)CC(=O)Nc1ccc(Cl)cc1F	9	-5	12	-32	0.8	-13	4	2.1	2.9	4	-4.9
29	Cc1ccc(OCC(=O)NS(=O)(=O)c2ccccc2)cc1	-6	-3	-5	0	-1.1	6	0	-1.1	3.6	0	-0.2
30	COC(=O)COc1cccc(NC(=O)c2ccc(Cl)cc2)c1	14	-17	0	-3	-0.7	6	2	0.0	1.2	0	0.3
31	C/C(CCCO)=N/Nc1ccc([N+](=O)[O-])cc1[N+](=O)[O-]	1	-2	-8	6	-0.7	0	0	4.7	1.8	1	-1.1
32	O=C(COC(=O)C1CCN(c2ccc(C(F)(F)F)cn2)CC1)NCCc1ccccc1	1	-6	3	-5	-1.4	1	4	0.7	1.2	-1	-1.0

Next section:
item	Molecule	Tat transport	SUMO Mot1 rescue	HTR5A inv ctr	DAGLB inhibitor	E coli growth	PKA-R2B act	PKA-R1A act	AddAB inh	phage Ecoli inh	HTR5A ag	CDK5 p35 inh
33	CCCN1CCN(CCCNC(=O)Cn2nc(C)n3c(cc4cc(F)ccc43)c2=O)CC1	-7	129	27	1	0.1	-9	0	3.9	1.6	1	4.1
34	CC1(C)Cc2c(cnn2-c2ccccc2)C(NC(=O)CCN2CCCC2=O)C1 (stereo unspecified)	0	-6	2	-3	2.2	-5	-6	1.7	4.1	0	0.5
35	COc1ccc2c(c1OC)C(=O)N1C2SC(C)(C)[C@H]1C(=O)NCC(C)C (stereo partly specified)	3	-1	-5	1	0.9	4	-11	1.4	0.2	1	0.9
36	COC(=O)[C@]1(Cc2ccccc2)N[C@H](CN(C)C(C)=O)[C@@H]2C(=O)N(Cc3ccccc3)C(=O)[C@@H]21	6	nt	4	1	-3.0	-14	-6	1.9	2.4	-1	0.9
37	COc1ccc(/C=C/c2c(-c3ccc(OC)cc3)oc(=O)c3cc(OC)c(OC)cc23)cc1	-8	-10	-21	-4	-0.3	12	-3	2.5	0.9	-1	0.2
38	O=C(OCc1nc2ccc(Cl)cc2n1CCO)c1ccc2c(c1)OCO2	-3	421	-6	-3	-0.7	3	-6	-0.6	1.4	-1	0.1
39	CCN(CC)c1ccc(/C=C2\CCC(/C=C(/C#N)C(=O)Nc3ccccc3F)=C2N2CCOCC2)cc1	9	nt	-28	0	nt	-15	-7	nt	-0.2	7	1.8
40	CC(C)c1[nH]c(=O)c(C#N)c2c1CSC(C)(C)C2	-4	-4	18	-2	1.9	-7	2	3.2	-1.0	2	-2.6

The final 3 records of the part before lead into the next:
item	Molecule	Tat transport	SUMO Mot1 rescue	HTR5A inv ctr	DAGLB inhibitor	E coli growth	PKA-R2B act	PKA-R1A act	AddAB inh	phage Ecoli inh	HTR5A ag	CDK5 p35 inh
38	O=C(OCc1nc2ccc(Cl)cc2n1CCO)c1ccc2c(c1)OCO2	-3	421	-6	-3	-0.7	3	-6	-0.6	1.4	-1	0.1
39	CCN(CC)c1ccc(/C=C2\CCC(/C=C(/C#N)C(=O)Nc3ccccc3F)=C2N2CCOCC2)cc1	9	nt	-28	0	nt	-15	-7	nt	-0.2	7	1.8
40	CC(C)c1[nH]c(=O)c(C#N)c2c1CSC(C)(C)C2	-4	-4	18	-2	1.9	-7	2	3.2	-1.0	2	-2.6
41	COc1ccc(C(C(=O)NC2CCCCC2)N(C(=O)c2ccco2)c2ccc(-n3cnnn3)c(C)c2)cc1 (stereo unspecified)	-3	-15	-34	-3	-1.1	3	-5	1.9	3.1	2	-0.2
42	CCOc1ccccc1NC(=O)Cn1nnc(C(=O)Nc2ccc(C)cc2)c1N	1	10	33	-1	0.1	-12	-7	4.2	2.8	1	-3.2
43	Cc1ccc(S(=O)(=O)NCc2cccnc2)cc1	0	4	-13	-1	3.5	0	-10	6.8	3.6	-4	-1.7
44	CC(=O)c1ccc(-c2[nH]c3ccccc3c2CCN2C(=O)c3ccccc3C2=O)cc1	13	nt	-24	-1	nt	-2	-12	nt	2.9	7	-0.6
45	Cc1cc(NC(=O)Cn2nc(-c3ccccc3F)ccc2=O)ccc1-n1cnnn1	4	25	-9	3	0.8	0	-4	1.4	0.4	-1	1.6
46	Cc1nc2cc(N3CCOCC3)c(NC(=O)C3CC3)cc2c(=O)n1Cc1ccccc1	1	119	-5	2	0.0	-15	-4	1.4	-0.5	-2	-0.5
47	CCCCC(NC(=O)Cc1c(C)c2cc3c(-c4ccccc4)coc3c(C)c2oc1=O)C(=O)O (stereo unspecified)	-1	133	12	9	-2.3	13	-6	-2.9	-0.4	-3	-3.1
48	CCOC(=O)[C@H]1[C@H]2COc3ccccc3[C@@H]2N2C(=O)CN(Cc3ccc(C)cc3)C(=O)[C@@]12C	-17	7	9	-17	1.1	-5	6	1.1	2.1	0	-0.9

Just phage Ecoli inh (6 entries from above):
cpd	SMILES	phage Ecoli inh
41	COc1ccc(C(C(=O)NC2CCCCC2)N(C(=O)c2ccco2)c2ccc(-n3cnnn3)c(C)c2)cc1 (stereo unspecified)	3.1
42	CCOc1ccccc1NC(=O)Cn1nnc(C(=O)Nc2ccc(C)cc2)c1N	2.8
43	Cc1ccc(S(=O)(=O)NCc2cccnc2)cc1	3.6
44	CC(=O)c1ccc(-c2[nH]c3ccccc3c2CCN2C(=O)c3ccccc3C2=O)cc1	2.9
45	Cc1cc(NC(=O)Cn2nc(-c3ccccc3F)ccc2=O)ccc1-n1cnnn1	0.4
46	Cc1nc2cc(N3CCOCC3)c(NC(=O)C3CC3)cc2c(=O)n1Cc1ccccc1	-0.5
